BCLXL inh: blocks human Bcl-xL binding to Bim BH3 peptide; Q07817; GST-Bcl-xL / FITC-Bim BH3 peptide fluorescence polarization; inhibition, % at 10.9 µM; actives 0.7% (n = 320,000); AID 2129;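 active means inhibition above the mean of all tested compounds plus 3 SD, cutoff set per campaign, cut at about 30% in these data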;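 further: 0% = DMSO wells and 100% = unlabeled Bim-BH3 peptide competitor; inhibitors lower millipolarization by displacing the labeled peptide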
MCL1 BIM primary: disrupts human MCL1 binding to BIM-BH3 peptide. GST-MCL1 / FITC-Bim-BH3 fluorescence polarization. inhibition, % at 10.9 µM. actives 0.68% (n = 320,000);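 active means inhibition above the mean inhibition of all tested compounds plus 3 SD, set per campaign, cut at about 40% in these data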;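 further: 0% = DMSO wells and 100% = unlabeled Bim-BH3 peptide control; higher means more loss of mP so more displacement of Bim peptide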
PAD4 FP inh: PAD4 (human) enzyme inhibition; recombinant PAD4, RCA probe fluorescence polarization; AID 485272; inhibition, % at 6.36 µM; actives 0.41% (n = 330,000); Q9UM07;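 active means percent inhibition above a cutoff equal to the mean of all tested compounds plus 3 SD, cut at about 15% in these data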;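 further: 0% = PAD4 with RCA probe and DMSO and 100% = probe without PAD4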
Target sequence (Q9UM07 whole entry, looked up): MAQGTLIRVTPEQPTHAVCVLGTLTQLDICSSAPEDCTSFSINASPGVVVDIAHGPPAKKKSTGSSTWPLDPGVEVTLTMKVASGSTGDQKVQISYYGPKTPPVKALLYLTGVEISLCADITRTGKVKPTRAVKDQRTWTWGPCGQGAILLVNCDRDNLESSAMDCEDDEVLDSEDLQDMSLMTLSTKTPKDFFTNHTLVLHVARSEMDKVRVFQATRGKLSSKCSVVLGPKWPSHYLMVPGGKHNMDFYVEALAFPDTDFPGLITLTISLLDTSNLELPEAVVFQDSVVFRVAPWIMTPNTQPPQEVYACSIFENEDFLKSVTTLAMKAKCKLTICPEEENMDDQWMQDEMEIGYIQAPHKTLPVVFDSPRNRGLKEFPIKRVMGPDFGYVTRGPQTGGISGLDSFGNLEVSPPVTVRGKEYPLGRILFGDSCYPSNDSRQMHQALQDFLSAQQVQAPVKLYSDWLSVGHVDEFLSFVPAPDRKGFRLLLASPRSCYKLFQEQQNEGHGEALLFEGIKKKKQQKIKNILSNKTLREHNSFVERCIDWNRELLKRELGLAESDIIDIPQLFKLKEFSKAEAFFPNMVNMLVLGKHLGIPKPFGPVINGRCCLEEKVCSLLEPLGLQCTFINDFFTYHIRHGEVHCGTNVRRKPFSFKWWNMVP
GSTO1 counter: GSTO1 inhibition, counter-screen for RBBP9 inhibitors; recombinant GSTO1, activity-based probe fluorescence polarization; inhibition, % at 5.96 µM; actives 1.1% (n = 300,000); AID 1974;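 active means inhibition above the campaign mean inhibition plus 3 SD, cut at about 35% in these data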;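 further: 0% = GSTO1-1 with DMSO and 100% = wells lacking GSTO1-1 enzyme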
PME-1 primary: blocks human protein phosphatase methylesterase 1; inhibition, % at 5.9 µM; Q9Y570; AID 2130; actives 0.53% (n = 320,000); recombinant PME-1, FP-Rh probe fluorescence polarization;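 active means inhibition above the campaign mean of all compounds plus 3 SD, cut at about 26% in these data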;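 further: competitive labeling of PME-1 active site by serine hydrolase directed probe; 0% = PME-1 with DMSO and 100% = wells lacking PME-1 enzyme; inhibitors block probe labeling so polarization falls and inhibition rises; many of its hits are not listed in these tables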
Target sequence (Q9Y570 whole entry, looked up): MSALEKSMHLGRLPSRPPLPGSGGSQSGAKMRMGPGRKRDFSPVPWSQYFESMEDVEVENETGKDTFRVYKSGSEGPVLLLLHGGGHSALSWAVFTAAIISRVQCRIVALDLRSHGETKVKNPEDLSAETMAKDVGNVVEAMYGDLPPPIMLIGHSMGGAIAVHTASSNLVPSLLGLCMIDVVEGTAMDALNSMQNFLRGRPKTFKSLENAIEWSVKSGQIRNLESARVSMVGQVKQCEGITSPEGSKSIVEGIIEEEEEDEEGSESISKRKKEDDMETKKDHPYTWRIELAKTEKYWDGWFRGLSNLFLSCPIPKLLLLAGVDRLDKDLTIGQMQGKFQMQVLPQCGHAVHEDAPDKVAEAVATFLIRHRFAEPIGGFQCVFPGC
Fam108B inh: blocks mouse Fam108B hydrolase in RBBP9 counter-screen | recombinant Fam108B, FP-Rh probe fluorescence polarization | inhibition, % at 9.51 µM | actives 0.33% (n = 300,000);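 active means inhibition above the screen mean inhibition plus 3 SD, computed separately per campaign, cut at about 18% in these data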;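 further: inhibitors lower polarization as less probe binds the enzyme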
TPT1 inhibitor: blocks Candida albicans tRNA 2'-phosphotransferase | recombinant caTPT1, FP RNA substrate dephosphorylation | actives 0.81% (n = 300,000) | inhibition, % at 5 µM;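 active means inhibition above the mean of all tested compounds plus 3 SD, set per screening campaign, cut at about 24% in these data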;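 further: plate controls were DMSO alone for no effect and ferristatin control at 100 nM for full effect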
GLD-1 RNA inh: GLD-1-TGE RNA interaction inhibition (C. elegans) | inhibition, % at 5.96 µM | purified GLD-1 + fluorescein TGE RNA, fluorescence polarization | AID 2280 | actives 0.44% (n = 320,000);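 active means percent inhibition above a per-plate cutoff, the plate mean of test compounds plus 3 SD, cut at about 30% in these data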;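 further: 0% = DMSO wells with GLD-1 and probe and 100% = wells lacking GLD-1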
MEX-5 binding: C. elegans MEX-5 TCR-2 RNA binding activity | MEX-5/FITC-TCR2 RNA binding, fluorescence polarization; hits give low values | activity score (negative = inhibition of binding), % at 10 µM | actives 0.38% (n = 300,000) | AID 1832;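 active means inhibition past about -25% in most replicates, and total fluorescence under double the plate's negative control median, limit read from the data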;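 further: 0% = DMSO and -100% = 5 µM competing unlabeled TCR2 RNA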
* = called active by the depositor; / = no result given. Not all compounds are listed. The share of hits here may be higher or lower than overall.

SMILES | BCLXL inh | MCL1 BIM primary | PAD4 FP inh | GSTO1 counter | PME-1 primary | Fam108B inh | TPT1 inhibitor | GLD-1 RNA inh | MEX-5 binding
CN(C)CCCOC(=O)COc1ccc(Br)cc1 | 1 | -1 | -3 | -5 | -6 | -4 | 2 | 7 | -1.4
COCCCNCC(=O)Nc1ccc(OC(F)(F)F)cc1 | -1 | -4 | 3 | -3 | 4 | -3 | -1 | 7 | -0.6
CC1CCN(S(=O)(=O)CCNC(=O)c2ccccc2)CC1 | -1 | -3 | -1 | -3 | -6 | -2 | 0 | -1 | -2.8
CCN1CCCc2cc(CN(CCN3CCOCC3)C(=S)Nc3cccc(Cl)c3)ccc21 | 12 | 12 | -9 | 0 | 6 | 2 | 0 | -4 | 0.3
O=C(Nc1nc(-c2cccc([N+](=O)[O-])c2)cs1)c1cccc([N+](=O)[O-])c1C(=O)O | 7 | 5 | 2 | -13 | 4 | 1 | -1 | -1 | 3.7
COc1ccc(OC)c2sc(N3CCN(C(=O)c4ccc([N+](=O)[O-])s4)CC3)nc12 | 3 | 16 | -3 | 54* | 6 | 0 | -2 | 2 | 1.5
Cc1ccc(C)c(N2CCN(C(=O)CN3C(=O)c4ccccc4C3=O)CC2)c1 | 2 | 6 | -2 | 1 | -3 | 2 | 0 | 0 | -0.1
O=C(C1CC=CCC1)N1CCN(C(=O)C2CC=CCC2)CC1 (stereo not drawn) | 2 | 6 | -1 | 3 | -2 | -1 | -7 | -6 | 1.5
COc1ccccc1N1CCN(C(=S)Nc2ccc(F)cc2)CC1 | 2 | 4 | -5 | 6 | -3 | -2 | 0 | -3 | -2.3
COc1ccc2nc(NC(=O)CSc3nnc(C)s3)sc2c1 | -1 | 3 | -9 | 2 | -6 | -4 | 3 | 7 | -0.5
CCOc1ccccc1N1CCN(C(=S)NC(=O)C23CC4CC(CC(C4)C2)C3)CC1 | -6 | -7 | 0 | -6 | -6 | 1 | -2 | 3 | -0.3
Cc1ccc(NC(=S)N2CCC(NC(=O)c3ccccc3)CC2)cc1 | 0 | 8 | 0 | 0 | -7 | 3 | -2 | 3 | 0.2
O=S(=O)(c1ccc(-n2cnnn2)cc1)N1CCN(c2ccccc2F)CC1 | 4 | 3 | -3 | 5 | -2 | 0 | -2 | 5 | 1.3
Fc1ccc(-c2cnn3c(-c4ccncc4)ccnc23)cc1 | 6 | 9 | -5 | -1 | 3 | 2 | -3 | 2 | -0.7
CCc1ccc(CNCc2cccs2)cc1 | 3 | 1 | 6 | 5 | 2 | 4 | -5 | -1 | -0.6
CN(Cc1ccccc1)C(=O)c1cccc(N2C(=O)NC3CC2(C)Oc2ccccc23)c1 (stereo not drawn) | 7 | 7 | -3 | 6 | 3 | 3 | 2 | -1 | -1.5
Cc1sc2nc(COC(=O)c3ccc(N4CCCC(C)C4)c([N+](=O)[O-])c3)[nH]c(=O)c2c1C (stereo not drawn) | -2 | -1 | -3 | -7 | 3 | -8 | 2 | -2 | 3.2
Cc1ccc2c(c1)N(CC(=O)N1CCCC1)C(=O)CO2 | -4 | -13 | -1 | -2 | 2 | -5 | -2 | 6 | -0.8
O=S(=O)(NCc1ccc(Cl)cc1)NCc1ccccc1F | 0 | 2 | -1 | 8 | -1 | 0 | 1 | -4 | 1.9
Cc1cc(-c2nnc(CCC(=O)NC(Cc3ccccc3)c3ccccc3)o2)no1 (stereo not drawn) | 4 | -2 | 0 | 2 | 1 | 2 | -1 | -6 | 1.3
CCc1ccccc1-n1c(SCC(=O)NC)nnc1-c1cccnc1 | -4 | -6 | -3 | 2 | 5 | 0 | 2 | -5 | -0.2
CC(=O)c1c(C)nn(CCC(=O)O)c1C | 10 | 7 | -6 | 2 | -7 | -4 | -7 | 3 | -1.3
Cc1cc(F)ccc1S(=O)(=O)Nc1ccc(C(=O)N2CCCCCC2)cc1 | 1 | 2 | -5 | / | 5 | / | / | 0 | /
c1csc(-c2nnc(COc3ccc4c(c3)OCO4)o2)c1 | 5 | 0 | -7 | 4 | 3 | -4 | 5 | 8 | 2.3
CC(=O)N1CC(C)Oc2ccc(S(=O)(=O)NC(CC(=O)O)c3ccccc3)cc21 (stereo not drawn) | 6 | 3 | 3 | 6 | 2 | 0 | -1 | 6 | 3.2
CCc1ccc(C(=O)Nc2cccnc2Oc2ccc(Cl)cc2)cc1 | 11 | 6 | -7 | 10 | -4 | 0 | 5 | 8 | 1.1
O=C(NCC1CCCO1)c1ccc(Cl)c(S(=O)(=O)N2CCOCC2)c1 (stereo not drawn) | 4 | 0 | 3 | 1 | 2 | 3 | 1 | -2 | -0.5
CC(C)c1nnc(NC(=O)CCC(=O)N2CCN(c3ccccn3)CC2)s1 | 2 | 8 | -5 | 4 | -8 | -4 | -2 | 3 | 0.8
C=CCn1c(N2CCN(c3ccc(OC)cc3)CC2)nc2c1c(=O)[nH]c(=O)n2C | 2 | -2 | -2 | 0 | 0 | 7 | -1 | -1 | -1.1
COc1ccc(C2=NN(C(=O)CCC(=O)O)C(c3ccccc3OC)C2)cc1 (stereo not drawn) | 2 | -7 | -2 | -8 | -5 | 1 | 0 | -5 | -0.1
Cc1cc(C(=O)NCC(C)(C)N2CCOCC2)c(C)o1 | 0 | 0 | -7 | -11 | 4 | 2 | -3 | 5 | 0.8
CCCCNC(=O)CSc1nc(Cc2ccccc2)nc2ccccc12 | 6 | -1 | 4 | -2 | 4 | 2 | -2 | 14 | -1.9
Cc1c(Cl)cccc1NC(=O)Cc1cccs1 | 5 | 2 | 0 | 7 | -2 | -3 | 0 | -10 | 0.5
COc1ccc(/C=C/C(=O)N(C)Cc2cccs2)cc1S(=O)(=O)N1CCOCC1 | -1 | 3 | 1 | 9 | 4 | 3 | -3 | 1 | -6.8
Cc1ccccc1NC(=O)/C=C/c1cccs1 | -6 | 4 | 1 | -11 | 7 | 1 | 0 | -10 | 1.6
O=C(CCn1c(=O)c2ccccc2n(Cc2ccccc2)c1=O)NCc1ccc2c(c1)OCO2 | -4 | -1 | 3 | -1 | -3 | -7 | 1 | -1 | 2.9
COc1ccc(C(=O)NN2CCOCC2)cc1[N+](=O)[O-] | 0 | 4 | -1 | 7 | -2 | -1 | -2 | 5 | 2.0
O=C(COc1ccc(Cl)cc1)OCc1csc(Nc2ccccc2)n1 | -9 | -21 | -2 | 3 | 2 | 3 | 3 | 3 | 0.8
CN(C)CCCNC(=O)c1ccc(-c2ccccc2)cc1 | 1 | 3 | -6 | -4 | 2 | 1 | 1 | -1 | 0.4
COc1ccc(-c2cc(C(F)F)n3ncc(C(=O)Nc4cnn(Cc5ccccc5)c4)c3n2)cc1 | 0 | -6 | -4 | 4 | -4 | -3 | 0 | 8 | 1.1

Reprinted at random: 4 records from the list
SMILES | BCLXL inh | MCL1 BIM primary | PAD4 FP inh | GSTO1 counter | PME-1 primary | Fam108B inh | TPT1 inhibitor | GLD-1 RNA inh | MEX-5 binding
Cc1ccccc1NC(=O)/C=C/c1cccs1 | -6 | 4 | 1 | -11 | 7 | 1 | 0 | -10 | 1.6
COc1ccc(C2=NN(C(=O)CCC(=O)O)C(c3ccccc3OC)C2)cc1 (stereo not drawn) | 2 | -7 | -2 | -8 | -5 | 1 | 0 | -5 | -0.1
O=C(CCn1c(=O)c2ccccc2n(Cc2ccccc2)c1=O)NCc1ccc2c(c1)OCO2 | -4 | -1 | 3 | -1 | -3 | -7 | 1 | -1 | 2.9
CCCCNC(=O)CSc1nc(Cc2ccccc2)nc2ccccc12 | 6 | -1 | 4 | -2 | 4 | 2 | -2 | 14 | -1.9

Single records, from the list above. Values in the order: BCLXL inh, MCL1 BIM primary, PAD4 FP inh, GSTO1 counter, PME-1 primary, Fam108B inh, TPT1 inhibitor, GLD-1 RNA inh, MEX-5 binding
Results for Cc1cc(C(=O)NCC(C)(C)N2CCOCC2)c(C)o1 → 0, 0, -7, -11, 4, 2, -3, 5, 0.8
Results for O=C(COc1ccc(Cl)cc1)OCc1csc(Nc2ccccc2)n1 → -9, -21, -2, 3, 2, 3, 3, 3, 0.8

Continuation.
SMILES | BCLXL inh | MCL1 BIM primary | PAD4 FP inh | GSTO1 counter | PME-1 primary | Fam108B inh | TPT1 inhibitor | GLD-1 RNA inh | MEX-5 binding
COc1ccc(Cl)cc1NC(=O)CN(C)C(=O)c1ccc(C)s1 | 3 | -3 | -4 | 8 | 0 | -1 | -5 | -7 | 2.1
COc1ccc(CNC(=O)CSc2ccsc2[N+](=O)[O-])cc1 | 2 | 6 | 4 | 7 | 2 | 1 | 4 | 5 | -0.2
Cc1noc(C)c1COc1cccc(C(=O)NCc2cccc(Cl)c2)c1 | -1 | -10 | -3 | -2 | 1 | 3 | -1 | 4 | -1.1
Cc1ccc(S(=O)(=O)Nc2nc(-c3ccccc3)cs2)cc1 | 6 | -4 | 1 | 2 | 5 | 3 | 0 | 6 | -2.5
CCOc1ccccc1NC(=O)CCC(=O)Nc1nnc(C2CCCCC2)s1 | 4 | 4 | 1 | 9 | -12 | 0 | -3 | 9 | -5.2
CSc1nnc(NC(=O)c2nc(S(=O)(=O)Cc3cccc(C)c3)ncc2Cl)s1 | -2 | 2 | -4 | -6 | -4 | 1 | 2 | -13 | -4.9
Cc1cc(=O)n(Cc2ccccc2)c2c(C)cccc12 | 4 | 0 | -7 | 9 | -1 | -8 | 1 | -7 | 0.7
Cc1ccccc1C(=O)NNC(=O)c1cc(S(=O)(=O)N2CCOCC2)ccc1C | 1 | -1 | -1 | / | -4 | / | / | 1 | /
COc1ccc(C2CC(c3cccs3)n3nc(N)nc3N2)cc1 (stereo not drawn) | 9 | 2 | -4 | -4 | 3 | 3 | -1 | 2 | 0.2
COc1ccc(C(=O)NCC(=O)N/N=C/c2cn[nH]c2-c2ccccc2)cc1 | 4 | -8 | -5 | 8 | 1 | 2 | 0 | 2 | 0.3
O=C(Nc1ccc(S(=O)(=O)N2CCCCC2)cc1)c1cccnc1Cl | -10 | -30 | 0 | -5 | -1 | 4 | 1 | -8 | 1.4
Cc1ccc(-c2nnn(CC(=O)N(c3ccc(F)cc3)C(C(=O)NC(C)(C)C)c3ccco3)n2)o1 (stereo not drawn) | 5 | -1 | 2 | -8 | -1 | 2 | -2 | 7 | 1.2
NC(=O)Nc1ccccc1C(=O)N1CCC(O)(c2ccc(Cl)cc2)CC1 | 3 | 2 | 0 | 0 | 6 | 43* | 0 | 2 | 1.0
O=C(CC1C(=O)NCCN1C(=O)Nc1ccc(F)cc1)Nc1ccc(F)cc1 (stereo not drawn) | 0 | -2 | -4 | 10 | -14 | -1 | 6 | 0 | -1.1
CC(=O)N1CCC(N(C(=O)Nc2ccc(Cl)cc2)C(C)C)CC1 | -1 | -1 | -3 | -13 | 2 | 2 | 1 | -2 | -0.1

Quoted from the listing:
Under BCLXL inh, NC(=O)Nc1ccccc1C(=O)N1CCC(O)(c2ccc(Cl)cc2)CC1 is listed with 3
Under PME-1 primary, O=C(CC1C(=O)NCCN1C(=O)Nc1ccc(F)cc1)Nc1ccc(F)cc1 (stereo not drawn) is listed with -14
Under Fam108B inh, COc1ccccc1N1CCN(C(=S)Nc2ccc(F)cc2)CC1 is listed with -2
